Screening data: PubChem, several laboratories
MEX-5 binding: MEX-5 zinc finger RNA-binding disruptors – biochemical, C. elegans, fluorescence polarization, MLPCN library, primary screen | Zinc finger protein mex-5 (Caenorhabditis elegans), Q9XUB2 | MEX-5/FITC-TCR2 RNA binding; stronger effect = lower value | activity score (negative = inhibition of binding), % at 10 µM | 300,000 tested, 0.38% active;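 active means inhibition past about -25% in most replicates, and total fluorescence under double the plate's negative control median, limit read from the data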;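 further: 0% = DMSO and -100% = 5 µM competing unlabeled TCR2 RNA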
Bcl-xL primary: inhibitors of human Bcl-xL, primary screen, biochemical, fluorescence polarization, HTS. Bcl-2-like protein 1 (Homo sapiens), Q07817. GST-Bcl-xL / FITC-Bim BH3 peptide fluorescence polarization. inhibition, % at 10.9 µM. 320,000 tested, 0.7% active. AID 2129, 2009;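 active means inhibition above the mean of all tested compounds plus 3 SD, cutoff set per campaign, cut at about 30% in these data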;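 further: 0% = DMSO wells and 100% = unlabeled Bim-BH3 peptide competitor; inhibitors lower millipolarization by displacing the labeled peptide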
GSTO1 inh: inhibitors of recombinant GSTO1, primary screen, counter-screen for RBBP9 inhibitor project, biochemical, fluorescence polarization | AID 1974, 2009 | inhibition, % at 5.96 µM | Glutathione S-transferase omega-1 (Homo sapiens), P78417 | 300,000 tested, 1.1% active | activity-based probe fluorescence polarization;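 active means inhibition above the campaign mean inhibition plus 3 SD, cut at about 35% in these data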;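 further: 0% = GSTO1-1 with DMSO and 100% = wells lacking GSTO1-1 enzyme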
PAD4 inh: human PAD4 inhibitors, primary screen, biochemical, fluorescence polarization, 1536-well format. recombinant PAD4, RCA probe fluorescence polarization. inhibition, % at 6.36 µM. 330,000 tested, 0.41% active. Protein-arginine deiminase type-4 (Homo sapiens), Q9UM07;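 active means percent inhibition above a cutoff equal to the mean of all tested compounds plus 3 SD, cut at about 15% in these data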;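 further: 0% = PAD4 with RCA probe and DMSO and 100% = probe without PAD4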
Target sequence (Q9UM07 whole entry, looked up): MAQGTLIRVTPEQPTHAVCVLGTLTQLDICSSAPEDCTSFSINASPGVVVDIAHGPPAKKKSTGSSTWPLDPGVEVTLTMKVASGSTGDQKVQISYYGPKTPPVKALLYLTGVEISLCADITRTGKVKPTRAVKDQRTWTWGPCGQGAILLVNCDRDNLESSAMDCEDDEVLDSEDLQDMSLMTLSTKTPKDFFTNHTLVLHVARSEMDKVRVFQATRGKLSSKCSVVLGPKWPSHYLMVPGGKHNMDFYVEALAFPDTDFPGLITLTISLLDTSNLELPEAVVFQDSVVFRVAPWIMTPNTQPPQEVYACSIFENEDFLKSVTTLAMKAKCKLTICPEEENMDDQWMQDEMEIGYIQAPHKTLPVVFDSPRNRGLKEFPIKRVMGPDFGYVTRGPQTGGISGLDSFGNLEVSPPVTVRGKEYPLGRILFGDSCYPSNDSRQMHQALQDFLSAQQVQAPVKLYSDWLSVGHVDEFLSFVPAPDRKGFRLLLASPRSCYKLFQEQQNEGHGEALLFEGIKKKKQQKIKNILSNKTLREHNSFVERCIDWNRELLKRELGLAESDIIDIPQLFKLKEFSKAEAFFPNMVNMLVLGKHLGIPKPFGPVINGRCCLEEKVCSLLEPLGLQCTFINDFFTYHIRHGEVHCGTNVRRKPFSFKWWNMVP
MCL1 BIM primary: inhibitors of MCL1 binding to BIM-BH3, primary screen, biochemical, fluorescence polarization | inhibition, % at 10.9 µM | 320,000 tested, 0.68% active | GST-MCL1 / FITC-Bim-BH3 fluorescence polarization | AID 2057, 2009;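 active means inhibition above the mean inhibition of all tested compounds plus 3 SD, set per campaign, cut at about 40% in these data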;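 further: 0% = DMSO wells and 100% = unlabeled Bim-BH3 peptide control; higher means more loss of mP so more displacement of Bim peptide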
PME-1 inh: PME-1 inhibitors via competitive probe labeling, primary screen, biochemical, fluorescence polarization, FP-Rh probe, HTS; inhibition, % at 5.9 µM; AID 2130, 2009; recombinant PME-1; Protein phosphatase methylesterase 1 (Homo sapiens), Q9Y570; 320,000 tested, 0.53% active;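 active means inhibition above the campaign mean of all compounds plus 3 SD, cut at about 26% in these data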;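 further: competitive labeling of PME-1 active site by serine hydrolase directed probe; 0% = PME-1 with DMSO and 100% = wells lacking PME-1 enzyme; inhibitors block probe labeling so polarization falls and inhibition rises; many of its hits are not listed in these tables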
Target sequence (Q9Y570 whole entry, looked up): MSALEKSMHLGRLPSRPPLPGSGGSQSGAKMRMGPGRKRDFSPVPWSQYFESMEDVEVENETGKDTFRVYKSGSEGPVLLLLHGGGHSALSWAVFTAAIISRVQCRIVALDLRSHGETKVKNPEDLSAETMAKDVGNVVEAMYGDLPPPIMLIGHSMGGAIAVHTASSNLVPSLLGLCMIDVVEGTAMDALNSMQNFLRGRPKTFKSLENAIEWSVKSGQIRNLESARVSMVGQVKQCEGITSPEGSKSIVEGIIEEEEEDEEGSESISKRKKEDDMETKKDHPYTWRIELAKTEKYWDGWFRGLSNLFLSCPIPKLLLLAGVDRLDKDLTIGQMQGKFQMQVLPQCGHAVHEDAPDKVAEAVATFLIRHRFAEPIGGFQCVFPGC
Fam108B inh: mouse Fam108B serine hydrolase inhibitors, primary screen, counter-screen for RBBP9 inhibitor project, biochemical, fluorescence polarization; recombinant Fam108B, FP-Rh probe fluorescence polarization; inhibition, % at 9.51 µM; 300,000 tested, 0.33% active; AID 1947, 2009;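 active means inhibition above the screen mean inhibition plus 3 SD, computed separately per campaign, cut at about 18% in these data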;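 further: inhibitors lower polarization as less probe binds the enzyme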
GLD-1 RNA inh: GLD-1/TGE RNA complex disruptors, primary screen, biochemical, fluorescence polarization; 320,000 tested, 0.44% active; purified GLD-1 + fluorescein TGE RNA; inhibition, % at 5.96 µM;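 active means percent inhibition above a per-plate cutoff, the plate mean of test compounds plus 3 SD, cut at about 30% in these data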;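 further: 0% = DMSO wells with GLD-1 and probe and 100% = wells lacking GLD-1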
TPT1 inh: Candida albicans TPT1 enzyme inhibitors, primary screen, biochemical, fluorescence polarization; 300,000 tested, 0.81% active; inhibition, % at 5 µM; AID 1962, 2009; recombinant caTPT1, FP RNA substrate dephosphorylation;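 active means inhibition above the mean of all tested compounds plus 3 SD, set per screening campaign, cut at about 24% in these data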;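 further: plate controls were DMSO alone for no effect and ferristatin control at 100 nM for full effect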
The depositor's hits bear a star; . = no result given. A portion of the library; rates above refer to the full screens.

SMILES	MEX-5 binding	Bcl-xL primary	GSTO1 inh	PAD4 inh	MCL1 BIM primary	PME-1 inh	Fam108B inh	GLD-1 RNA inh	TPT1 inh
CCN(CC)C(=O)Cn1cc(S(=O)(=O)CC(=O)Nc2ccc(OC)c(OC)c2)c2ccccc21	-0.4	2	4	1	-1	3	-3	-1	-2
COc1ccc(CC(=O)N2CCOCC2)cc1OC	-0.3	3	4	0	7	0	-6	7	-4
O=C(Nc1ccc(F)cc1)c1ccc2[nH]c(=O)c(=O)[nH]c2c1	1.9	11	2	0	10	-9	-1	-1	0
O=C(Nc1ccc(NC(=O)c2ccncc2)cc1)c1ccncc1	2.0	-2	5	-5	2	-1	6	-6	-1
CCNCCNC(=O)c1c(O)c2ccccc2n(CC)c1=O	0.6	2	8	7	4	-3	-3	3	1
CCN=c1scc(-c2ccc(F)cc2)n1/N=C/c1ccccn1	0.9	-2	-5	-4	2	4	0	5	-6
COc1ccc(CCN2C(=NC(=O)CC(C)C)SC3CS(=O)(=O)CC32)cc1 (configuration not stated)	1.3	3	-4	1	10	1	2	6	0
COc1ccc(CCC(=O)N2CCN(S(=O)(=O)c3ccc(OC(F)(F)F)cc3)CC2)cc1	.	-3	.	-5	1	-2	.	0	.
O=S(=O)(c1ccc(OCC(O)CN2CCN(c3ccccc3O)CC2)cc1)N1CCOCC1 (configuration not stated)	1.1	3	-2	1	4	0	9	-2	2
CN(CCNC(=O)C1CCN(c2ncnc3c2nc2n3CCCCC2)CC1)Cc1ccccc1	2.9	3	-3	0	-6	-6	3	-4	2
CCCCC(O)(CCCC)C(=O)NNc1ccccc1	1.0	5	4	-4	0	-2	-2	2	-1
O=C1Nc2ccccc2/C1=C/c1cccnc1	0.4	3	-5	-3	1	0	4	-1	0
O=C(COC(=O)/C=C/c1ccccc1Cl)NCCc1ccc(Cl)cc1Cl	-0.9	-1	-11	-2	-11	-7	-8	4	2
CCOC(=O)C1CCN(c2c(NCCN3CCN(c4ccccc4)CC3)c(=O)c2=O)CC1	0.4	-2	9	0	0	-2	-2	1	0
CCC(=O)Nc1cccc(NC(=O)CSc2nnc(-c3ccc(NS(C)(=O)=O)cc3)n2C)c1	1.0	5	-2	2	6	-1	6	1	0
CCOC(=O)C(=NC(C)CC)NNc1cccc(C(F)(F)F)c1 (configuration not stated)	1.0	3	1	2	-2	6	7	4	-1
CC(=O)c1ccc(N2CCN(S(=O)(=O)c3ccc4c(c3)CC(=O)N4C)CC2)cc1	-4.9	-6	0	-8	-14	-2	3	-11	-2
CCOc1ccc(C(=O)Nc2ccc(Cl)cn2)cc1Cl	0.6	3	2	-1	1	-17	0	-1	1
OC(c1cccs1)(c1cccs1)C1C[N+]2(CF)CCC1CC2 (configuration not stated)	0.8	2	3	1	6	-3	-1	2	-2
CCCCNC(=O)c1ccc2c(c1)N(CC)C(=O)c1ccccc1S2(=O)=O	2.2	28	-3	-24	9	-160	-67	2	3
COC(=O)[C@@H]1C[C@@]2(O)[C@H](O)[C@H](O)[C@H](O)C[C@H]2N1CC(c1ccccc1)c1ccccc1	0.5	0	10	3	-3	1	-1	7	2
CC(=O)NC1C(OCc2ccccc2)OC(COC(C)=O)C(OC(C)=O)C1OC(C)=O (configuration not stated)	-0.1	-3	2	-6	-12	0	-1	-4	-1
Cc1ccc(C)c(-n2c(CNC(=O)c3ccco3)nnc2SCC(=O)Nc2nnc(C)s2)c1	-1.4	3	-6	0	2	2	4	-2	1
CCOC(=O)Nc1ccc2c(COC(=O)CN(C)S(=O)(=O)c3ccc(C)cc3)cc(=O)oc2c1	-0.7	-10	-19	-4	-11	-20	-33	3	3
Cc1ccccc1Sc1ncnc2onc(C)c12	-1.4	8	0	2	8	0	2	0	2

Following part.
SMILES	MEX-5 binding	Bcl-xL primary	GSTO1 inh	PAD4 inh	MCL1 BIM primary	PME-1 inh	Fam108B inh	GLD-1 RNA inh	TPT1 inh
CCCCN(C(=O)c1ccccc1F)c1c(N)n(CCC)c(=O)[nH]c1=O	-1.4	4	7	1	5	3	3	-1	2
Cc1ccc(NC(=O)C2CCCN(S(=O)(=O)c3cnc[nH]3)C2)c(Br)c1 (configuration not stated)	-1.1	2	5	2	7	-3	2	-3	-2
COC(=O)CSc1n[nH]c(=S)s1	-0.5	-11	5	7	-7	-9	1	10	0
C=CCn1c(C(CCC(C)C)CC(C)(C)O)n[nH]c1=S (configuration not stated)	-0.6	-4	13	0	-6	3	-7	14	2
CCN(CC)C(=O)CN1C(=O)c2cccc3cccc(c23)C1=O	-1.1	1	-2	-3	4	-11	0	2	2
CCC(C)NC(=O)Cn1c(-c2ccccc2)cc(C(C)=O)c1C (configuration not stated)	-0.7	2	5	-1	5	2	0	9	1
CNC(=O)c1c(C)noc1C	-3.1	4	6	-4	-6	-3	0	7	-3
COC(=O)c1ccc(C[n+]2ccccc2)cc1	1.2	6	11	-3	-7	-2	0	1	-3
CC(NCc1nc2ccccc2n1C)C12CC3CC(CC(C3)C1)C2 (configuration not stated)	-3.4	1	10	1	-3	1	-1	-2	0
O=C(OCC(=O)c1c[nH]c2ccccc12)c1ccco1	0.3	6	0	2	2	1	-3	3	0
Cc1cccc(Oc2coc3cc(OC(=O)c4cncc(Br)c4)ccc3c2=O)c1	3.1	3	-1	3	9	0	-1	-4	-3
CCOC(=O)C1CCCN(CCC(=O)Nc2ccccc2C)C1 (configuration not stated)	2.9	2	14	4	0	-8	-4	4	0
CN(C1CCCCC1)C(CNS(=O)(=O)c1ccc(Cl)cc1)c1ccccc1 (configuration not stated)	0.3	6	1	3	1	3	2	-2	0
COc1ccc(N2CCN(C(=O)CSc3nc4nc(C)cc(C)n4n3)CC2)cc1	.	4	.	10	0	0	.	-2	.
CC(C)Oc1ccc(C(=O)O)c(C(=O)O)c1	-3.2	2	-6	-3	5	4	5	4	2
Cc1cccc(-c2c3c(=O)n(C)c(=O)n(C)c3cn2-c2ccc(O)cc2)c1	-0.9	3	-2	0	2	14	1	2	-2
COc1ccc(/C=c2\s/c(=C/C(=O)c3ccc(C)cc3)[nH]c2=O)cc1OC	-3.3	-35	12	-6	-72	-122	-28	-159	103*
c1ccc(Cn2c(CNc3nc4ccccc4n3CCN3CCCCC3)nc3ccccc32)cc1	2.5	-2	6	-1	4	5	7	-4	-1
CS(=O)(=O)Cc1cccc(C(=O)NN(c2ccccc2)c2ccccc2)c1	-0.8	-4	4	-5	-9	1	0	6	0
Cc1c(O)ccc(-c2[nH]ncc2-c2nc3ccccc3s2)c1O	-6.4	3	-2	-3	15	-1	-5	5	-4
O=C(COc1ncnc2ccc(Br)cc12)NCc1ccco1	-0.9	2	9	1	4	2	-4	3	0
CNC(=O)NC(=O)C(C)N1CCN(C/C=C/c2ccccc2)CC1 (configuration not stated)	-1.0	-6	-1	-4	1	-2	0	1	0
CC(=O)CCc1ccccc1	.	7	2	-1	2	2	3	-1	-1
Cc1sc2ncnc(N3CCC(C(=O)N(C)CC(=O)Nc4ccc(Cl)c(C(F)(F)F)c4)CC3)c2c1C	1.4	-2	-13	3	-2	-23	-17	1	-1
C[C@H](NC(=O)c1nc[nH]c1C(=O)N[C@@H](Cc1ccccc1)C(=O)OCc1ccccc1)c1ccccc1	-1.4	2	-4	2	6	-14	-15	7	0

Quoted from the listing.
c1ccc(Cn2c(CNc3nc4ccccc4n3CCN3CCCCC3)nc3ccccc32)cc1 in TPT1 inh has -1
Cc1sc2ncnc(N3CCC(C(=O)N(C)CC(=O)Nc4ccc(Cl)c(C(F)(F)F)c4)CC3)c2c1C in TPT1 inh has -1
CCN=c1scc(-c2ccc(F)cc2)n1/N=C/c1ccccn1 in GLD-1 RNA inh has 5

The list goes on:
SMILES	MEX-5 binding	Bcl-xL primary	GSTO1 inh	PAD4 inh	MCL1 BIM primary	PME-1 inh	Fam108B inh	GLD-1 RNA inh	TPT1 inh
Cc1cc(S(=O)(=O)N2CCN=C2c2ccccc2)c(C)cc1Cl	0.9	-4	4	-3	-5	1	5	5	3
CCOc1ccc(NC(=O)CSc2nncn2C)cc1	2.4	5	-3	-1	1	-1	3	-5	0
O=C(NCc1ccccc1Cl)c1ccc2nnsc2c1	1.8	1	-6	-1	2	8	0	-3	1
O=C(N1CCN(c2cccc(Cl)c2)CC1)C1(c2cccs2)CCOCC1	-2.7	7	5	3	3	3	1	3	-4
CC1CCCCC1NCC(=O)Nc1ccccc1-c1ccccc1 (configuration not stated)	.	0	-2	-3	-3	1	-4	-4	-7
NNC(=O)CCc1nc2ccc(O)cc2[nH]1	0.6	-1	5	-5	7	0	3	-7	4
COc1ccc2oc(=O)c(C(C)=O)cc2c1	-0.3	6	-5	-2	-5	0	3	9	1
Cc1nnc2n(Cc3ccccc3)c(=O)c3c4c(sc3n12)COC(C(C)C)C4 (configuration not stated)	-2.4	0	-5	-3	0	3	8	3	0
CC1(C)Cc2c(C#N)c(SCc3nc4ccccc4[nH]3)nc(N3CCOCC3)c2CO1	2.7	7	1	-4	3	15	3	-7	-5
COc1cccc(N2C(=O)CC(N3CCC(C(N)=O)(N4CCCCC4)CC3)C2=O)c1 (configuration not stated)	-1.3	3	-2	0	8	-1	-1	8	0
Cc1nc2ccc(NC(=O)c3ccc(Br)o3)cc2s1	0.3	1	-2	3	5	-2	-3	5	2
CCc1nc2n(n1)C(O)c1cc([N+](=O)[O-])ccc1S2 (configuration not stated)	-0.1	2	2	1	8	-2	1	-1	2
CCN(CC(=O)N1CCN(c2ccccc2)CC1)S(=O)(=O)c1ccc(C)cc1	3.2	4	3	-6	7	-5	5	1	0
Cc1nn(C)c(C)c1/C=N/N=C1\CCC2C3CCc4cc(O)ccc4C3CCC12C (configuration not stated)	-2.4	8	3	-3	9	-17	-3	5	-1
c1cn(CCCNC2CCCCCCC2)cn1	0.3	-1	-8	2	6	7	-1	5	1
Cc1ccc(NC(=O)N2CCC(NC(=O)c3ccco3)CC2)cc1	0.7	-2	-2	1	-2	0	6	2	3
Cc1cc(C)cc(NC(=O)C2CCCN2S(=O)(=O)c2cccc3cccnc23)c1 (configuration not stated)	-0.8	1	-3	2	2	0	2	1	-1
NC(=S)NNC(=O)c1ccccc1Cl	-11	7	3	-2	8	0	0	4	-2
Cc1cccc(C)c1N(CC(=O)NCc1ccc(F)cc1)C(=O)c1csnn1	0.5	10	-3	4	8	-2	0	-1	-3
O=S(=O)(c1ccc(Br)cc1)N1CCN=C1SCc1cccnc1	1.1	2	23	2	2	3	-2	1	-1
COc1ccccc1C(N)=S	-2.3	6	-5	0	7	-7	-3	9	-2
CCOC(=O)C(NC(=O)NCc1cccc(C(F)(F)F)c1)(OCC)C(F)(F)F (configuration not stated)	4.1	2	-3	-2	-5	6	-2	2	6
O=C(NCC(=O)N(CC1CCCO1)C1(C(=O)NC2CCCCC2)CCCCC1)c1ccccc1 (configuration not stated)	-1.4	9	-6	-1	5	2	4	4	-4
